Screens (PubChem)
KDM5B inh – Primary screen for KDM5B Histone Demethylases FDH-coupled qHTS; AID 1347165, 2019; Lysine-specific demethylase 5B (Homo sapiens), Q9UGL1; actives 2.6% (n = 220,000); KDM5B demethylase, FDH-coupled NADH fluorescence (FDH is formaldehyde dehydrogenase); Potency, µM (highest dose often 57.7 µM), inactives show at the highest dose activity change, negative = inhibition, usual class: inhibitors; active = well fitted inhibition curve with a large enough effect; inconclusive = small, poorly fitted or top-dose-only effect; inactive = no such curve, though single readings can be large or run the other way; note: 0% is about no effect; nearly all actives have a fitted effect of over 70% in size
Target sequence (Q9UGL1 whole entry, looked up): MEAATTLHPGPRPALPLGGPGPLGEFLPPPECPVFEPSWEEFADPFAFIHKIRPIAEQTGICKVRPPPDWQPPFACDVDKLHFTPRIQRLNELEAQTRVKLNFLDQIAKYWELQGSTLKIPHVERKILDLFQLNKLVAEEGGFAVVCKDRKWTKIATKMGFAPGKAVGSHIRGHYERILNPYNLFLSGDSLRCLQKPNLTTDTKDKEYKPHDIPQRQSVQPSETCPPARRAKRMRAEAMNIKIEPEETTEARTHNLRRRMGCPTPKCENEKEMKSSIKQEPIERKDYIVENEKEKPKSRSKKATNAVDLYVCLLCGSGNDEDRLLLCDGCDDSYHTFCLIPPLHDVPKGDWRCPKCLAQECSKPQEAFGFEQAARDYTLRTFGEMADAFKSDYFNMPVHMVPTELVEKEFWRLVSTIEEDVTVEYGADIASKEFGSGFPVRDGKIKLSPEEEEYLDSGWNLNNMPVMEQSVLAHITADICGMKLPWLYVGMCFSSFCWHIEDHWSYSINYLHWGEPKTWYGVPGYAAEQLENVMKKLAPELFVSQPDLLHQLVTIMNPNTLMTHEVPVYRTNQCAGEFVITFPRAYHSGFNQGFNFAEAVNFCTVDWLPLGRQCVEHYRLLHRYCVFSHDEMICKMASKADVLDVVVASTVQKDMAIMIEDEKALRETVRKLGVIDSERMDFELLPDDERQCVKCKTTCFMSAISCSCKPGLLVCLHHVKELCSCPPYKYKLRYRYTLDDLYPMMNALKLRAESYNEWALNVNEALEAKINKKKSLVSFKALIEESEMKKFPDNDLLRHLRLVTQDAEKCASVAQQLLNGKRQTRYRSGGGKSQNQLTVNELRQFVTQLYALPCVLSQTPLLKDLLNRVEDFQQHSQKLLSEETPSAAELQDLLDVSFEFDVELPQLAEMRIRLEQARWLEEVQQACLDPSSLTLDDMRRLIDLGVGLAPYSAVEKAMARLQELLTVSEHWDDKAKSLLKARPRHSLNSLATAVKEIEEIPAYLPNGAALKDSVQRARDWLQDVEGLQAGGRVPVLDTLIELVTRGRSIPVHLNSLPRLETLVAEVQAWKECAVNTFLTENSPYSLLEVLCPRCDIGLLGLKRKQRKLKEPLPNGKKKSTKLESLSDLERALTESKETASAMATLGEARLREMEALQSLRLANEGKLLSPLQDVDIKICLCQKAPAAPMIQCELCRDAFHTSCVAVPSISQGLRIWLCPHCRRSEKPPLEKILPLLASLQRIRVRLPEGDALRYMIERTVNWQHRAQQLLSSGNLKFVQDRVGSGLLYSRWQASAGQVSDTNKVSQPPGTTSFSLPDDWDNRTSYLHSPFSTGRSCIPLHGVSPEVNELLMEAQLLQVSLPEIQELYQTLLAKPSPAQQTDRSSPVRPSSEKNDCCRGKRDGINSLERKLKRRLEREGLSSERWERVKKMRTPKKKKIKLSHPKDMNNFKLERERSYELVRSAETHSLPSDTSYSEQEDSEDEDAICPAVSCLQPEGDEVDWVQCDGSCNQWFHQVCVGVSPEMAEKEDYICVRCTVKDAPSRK
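Coupled FDH/NAD⁺ fluorescence readout. KDM5BΔAP 200 nM final; compound titration, 10 min RT preincubation; substrate mix 12.5 µM H3K4me3, 25 µM 2-OG, 50 µM Fe(II), 100 µM ascorbate, 0.25 mM NAD⁺, 0.25 U/mL FDH; ΔRFU over 30 min.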
An asterisk follows results filed as active; i = inactive; ? = inconclusive; [ ] = dose if it differs, or a comment. Potency is the fitted concentration of half-maximal effect.

SMILES | KDM5B inh
O=C(COC(=O)c1ccc(S(=O)(=O)C(F)F)cc1)c1ccc(F)cc1 | 0%
O=C(C1CCCC1)N1CCC(CCOc2ccccc2F)C1 (stereo not drawn) | -22%
CC(C)Cc1ccc(C(=O)O)s1 | 6%
Cn1ccnc1C(NC(=O)c1nn(C)c(=O)c2ccccc12)c1ccccc1 (stereo not drawn) | ?
CCCNC(=O)CN(C)C(=O)NC(c1ccc(C(C)C)cc1)C(C)C (stereo not drawn) | 35%
COCCNC(=O)[C@@H]1C[C@H](Oc2cccnc2)CN1C(=O)c1ccc(C)s1 | 2%
CCCCCCCCS(=O)CCC(N)=O (stereo not drawn) | 7%
O=C(Nc1ccc(C(F)(F)F)cc1)C1CCCC1 | 15%
O=C1NCc2ccccc2CC12CCCN2Cc1ccc(OC(F)(F)F)cc1 (stereo not drawn) | ?
C[C@@H]1CN(c2cc(C3CC3)ncn2)C[C@@]1(O)C1CCC1 | -4%
CCC(c1cccs1)N1C(=O)[C@H]2CN(S(=O)(=O)Cc3ccccc3)C[C@H]2C1=O (stereo partly drawn) | 10%
CCc1cccc(N(CC)C(=O)Cn2nc(Cc3ccncc3)c3ccccc3c2=O)c1 | 27%
COc1ccccc1-c1cc2c(ccn2C)c(C(=O)NCc2cnccn2)n1 | 32µM*
Cc1ccc(C)c(CS(=O)(=O)Cc2nc(C(C)C)no2)c1 | -16%
Cc1ccc(-c2nc(CNC(=O)C(C)Oc3ccc(F)cc3)cs2)cc1 (stereo not drawn) | 42%[activator]
O=C(Nc1ccccc1)c1cc(C2CC2)nc2ccccc12 | -19%
CNc1nc2c(c(C(=O)N3CCCC3)n1)CN(CC1(O)CCNC1)CC2 (stereo not drawn) | ?
CCc1cccc2c(C(CC(=O)NCCc3ccc(OC)c(OC)c3)c3cccc(F)c3)c[nH]c12 (stereo not drawn) | -9%
CCCC1CCC(c2ccc(C(=O)Oc3cncc(Cl)c3)cc2)CC1 (stereo not drawn) | 23%
CCCNC(=O)Nc1ccc2nc(N3CCOCC3)cc(C)c2c1 | i
O=C(C1CCC1)N1CCN(C(=O)N2CC3CC(C2)[C@H]2CCCC(=O)N2C3)CC1 (stereo partly drawn) | -7%
O=C(N1CCC(Cc2nc(C3CC3)n[nH]2)CC1)C1(c2ccccc2)CC1 | 18µM*
O=C1CCN(S(=O)(=O)c2ccccc2)CCCN(Cc2ccc(C(F)(F)F)cc2)CCN1 | -25%
CCOc1ccc(/C=C(\C#N)c2nc3ccccc3c(=O)[nH]2)cc1OC | ?
CC(C)c1ccc(NC(=O)c2ccccc2Cl)cc1 | 9%
CN1C(=O)c2ccccc2Sc2ccc(NC(=O)NCc3ccccc3Br)cc21 | -8%
CCOC(=O)c1cc(-c2ccccc2)n(CC(=O)NCc2ccc(C)cc2)c1C | -43%
O=C(Cc1cccc(C(F)(F)F)c1)N1CCN(c2nnc3ccc(Cl)cn23)CC1 | 25µM*
Nc1ccc(S(N)(=O)=O)cc1[N+](=O)[O-] | -10%
CN1CCN(c2ccc(NC(=O)CCc3ncc(-c4ccc(Cl)cc4)o3)cc2)CC1 | 12%
CNC(=O)[C@@H]1C[C@H](Oc2cccnc2)CN1C(=O)CC(C)C | -10%
CNC(=O)[C@H]1C[C@H](Oc2ccccc2)CN1Cc1cccn1C | -16%
CNC(=O)c1ccc(C)c(NC(=O)c2ccc3c(c2)CCCC3)c1 | 11%
Cc1[nH]nc(CCC(=O)N[C@H]2CN(CCC(=O)O)C[C@@H]2C(C)C)c1C | -19%
O=C(c1ccccc1F)N1c2nc(-c3ccco3)nn2C2(CCCCC2)[C@@H]2CCCC[C@@H]21 | ?
COCCN1CCN(Cc2cn(C)nc2-c2ccc(Oc3ccccc3)cc2)CC1 | 29%
COc1cccc(C(=O)N(CC(C)C)CC2CN(C(=O)Nc3ccccc3)CCO2)c1 (stereo not drawn) | 16%
Cc1nn(C(=O)CCC(=O)N2CCC(Cc3nncn3CC3CC3)CC2)c2ccccc12 | ?
Cn1c(=O)c2c(SCC(=O)N3CCc4ccccc43)nc(-c3ccc(Cl)cc3)nc2n(C)c1=O | 19%
Cc1ccc(-c2noc([C@@H]3Cc4nc[nH]c4CN3C(=O)c3ccccc3)n2)cc1 | ?
CCOc1ccc(C(=O)N2CCC3(CC2)N(C)C(=O)CS3(=O)=O)cc1 | 15%
O=C(NCc1nnc2c(-c3nc(C4CC4)no3)cccn12)c1nccc2ccccc12 | ?
COC(=O)c1c(-c2cccs2)csc1NC(=O)c1cc(OC)c(OC)c(OC)c1 | ?
CCCOc1ccc(C(F)(F)F)cc1N | -13%
CCN(CC)S(=O)(=O)c1ccc2c(c1)N(CC(=O)N1CCN(c3cccc(C(F)(F)F)c3)CC1)C(=O)CO2 | -16%
COCCNC(=O)[C@H]1C[C@H](Oc2cccnc2)CN1C(=O)Nc1ccc2c(c1)OCCO2 | 13%
CS(=O)(=O)N1Cc2ccccc2CC2(CCCN(CC3CCNC3)C2)C1 (stereo not drawn) | -13%[115 µM]
Cc1ccc(C)n1-c1nnc(N2CCCC(C(=O)NCc3cccc(F)c3)C2)s1 (stereo not drawn) | -29%
COCCNC(=O)[C@@H]1C[C@H](Oc2cccnc2)CN1C(=O)c1ccc(OC)cc1 | -3%
CNC(=O)CCc1c(C)nc2c(c(OC)nn2C)c1C | i
O=c1[nH]c2c(Br)cnc([N+](=O)[O-])c2[nH]1 | 27%
C=CCN(C(=O)Cc1cccc2cccnc12)C1CCS(=O)(=O)C1 (stereo not drawn) | 9%
Cc1cccc(NC(=O)CC2(C(=O)O)CCCCC2)c1C | 19%
Cc1ccc(NC(=O)NCCc2ncc(C)n2C2CCC2)cc1C | 4%
CC(C)(C)c1ccc(C(=O)Nc2ccc(Cl)cn2)cc1 | 18%
CCc1cc(C(=O)O)c2c(C3CC3)nn(-c3ccccc3F)c2n1 | ?
O=C(Nc1ccccc1C(F)(F)F)[C@@H]1COCC(=O)N1Cc1ccc(F)cc1 | 7%
O=C(NCCNS(=O)(=O)c1cccc2nonc12)c1ccc2cc[nH]c2c1 | 2%
C/C=C(\C)CN1CCCC(C(=O)Nc2ccccc2-c2ccc(OC)cc2)C1 (stereo not drawn) | 8%
O=C(O)CSCC(=O)Nc1ccc(Br)c(C(F)(F)F)c1 | 5%

(further entries)
SMILES | KDM5B inh
CN(C(=O)c1ccccc1)N(C)C(=O)c1ccccc1 | -2%
COc1ccc(C(=O)NC2CCN(c3cc(-c4cccs4)[nH]n3)CC2)cc1F | -21%
Brc1ccc2[nH]c3c(c2c1)CCCC3 | -27%
Fc1ccccc1Nc1ncnc2c1nc1n2CCCCC1 | -4%
Cc1ccc(N2CC(C(=O)Nc3c(C)nn(C)c3C)CC2=O)cc1 (stereo not drawn) | -15%
Cc1cccc(OCC(=O)N[C@@H]2CN(c3ncccn3)C[C@H]2CN(C)C)c1 | 22µM*
CCOc1ccc(NC(=O)c2cc(=O)[nH]c3ccccc23)cc1 | -11%
CCNc1nc(NC(C)(C)C)nc(Oc2ccc(=O)n(C)n2)n1 | -26%
COc1ccc(C(=O)Nc2ccc(N3CCOCC3)c(C(F)(F)F)c2)cc1OC | -61%
O=C(c1csc(Cc2ccccc2)n1)N1CCC2(CCNCC2)CC1 | -8%
COc1ccc(/C=C(/C#N)c2nc3ccc(C)cc3[nH]2)cc1O | 6%
COc1cccc(-n2c(=O)c3c(C)c(C)sc3n(CC(=O)NCCc3ccc(OC)c(OC)c3)c2=O)c1 | 2%
COCCN1C(=O)c2ccccc2C(C(=O)Nc2ccc(C(=O)OC)cc2)C12CCCC2 (stereo not drawn) | 10%
COc1ccc(CCc2nc3nccc(-c4ccncc4)n3n2)cc1 | 14%
CCCC(=O)N1Cc2ccccc2CC2(CCCCN2CC2CCOCC2)C1 (stereo not drawn) | ?
COc1ccc(Cl)cc1Nc1cc(C)nc2nc(-c3ccco3)nn12 | -1%
CC(C)NC(=O)NC(=O)COc1ccc(C(=O)c2ccc(F)cc2)cc1 | 19%
CCC(C)NC(=O)N1CC(Oc2cccc(-c3nc(C)no3)c2)C1 (stereo not drawn) | -14%
COc1cc(C2NC(=O)N(C)C3=C2C(=O)N(c2ccccc2)C3)ccc1O (stereo not drawn) | -42%
CC1=C(C(=O)Nc2ccccc2C)C(c2ccccc2)NC(=O)N1 (stereo not drawn) | 17%
CN1Cc2ccc(NCc3ccccc3)nc2C(C)(C(=O)Nc2ccccc2)C1 (stereo not drawn) | 28µM*
O=C(Nc1ccc([C@@H](O)[C@H]2COCC(=O)N2CCCc2ccccc2)cc1)c1ccco1 | 8%[86.2 µM]
COc1cc(/C=C(/C#N)C(=O)c2c(Cl)cccc2Cl)cc(OC)c1 | -12%
O=C(NNC(=O)c1ccncc1)Nc1ccccc1 | 8%
CCOc1ccc(CCNC(=O)CN2C(=O)COc3ccc(S(=O)(=O)N4CCCCCC4)cc32)cc1 | -5%
Cc1ccc(C(=O)CSc2nc3nc[nH]c3c(=O)[nH]2)cc1 | -2%
COCCOC1CCOC2(CCN(C(=O)CCc3nc4ccccc4s3)CC2)C1 (stereo not drawn) | -18%
CCCCn1c(CNC(=O)c2ccc(OC)cc2)nnc1SCC(=O)Nc1ccccc1 | -11%
N#Cc1ccc(NCCNc2cnccn2)nc1 | -9%
COc1ccccc1C(=O)N1CCC(N2CCOC2=O)CC1 | 3%[149 µM]
CCNC(=O)NC(=O)C(C)N(C)CCC(=O)NC (stereo not drawn) | 21%
Cc1c(C(C)NC(=O)C(=O)c2ccco2)cnn1-c1cccc2ccccc12 (stereo not drawn) | -21%
COCCn1nc2n(c1=O)CCN(C(=O)COc1ccc(Cl)cc1C)CC2 | -25%
Cc1nn2c(c1-c1ccccc1Oc1ccccc1)N(C(=O)Cc1cccc(F)c1)CCC2 | -18%
Oc1cccc(-c2cc(C3=CCOCC3)c3cncn3c2)c1 | ?
COC(=O)c1ccc(C2c3c(oc4cc(C)c(C)cc4c3=O)C(=O)N2c2ccccn2)cc1 (stereo not drawn) | 18%
O=C(O)C1Cn2cccc2C(=O)N1Cc1cccnc1 (stereo not drawn) | 0%
O=C(Nc1cc(C(F)(F)F)ccc1Cl)c1cc(-c2ccc3c(c2)OCCO3)on1 | ?
CC(C)C(NS(=O)(=O)c1ccccc1F)C(=O)N1CCc2ccccc2C1 (stereo not drawn) | -4%
CCCN(c1ccc(C)cc1)c1nc(=O)c2cccnc2s1 | 25%
CC(=O)Nc1cccc(NC(=O)c2cc(=O)[nH]c3ccccc23)c1 | 12%
Cc1nonc1OCCn1cc(-c2ccc(CO)o2)nn1 | -10%
Cc1cc(C)n(-c2nc3c(c(=O)n(C)c(=O)n3C)n2C/C=C/c2ccccc2)n1 | 12%
COC(=O)c1csc(S(=O)(=O)N2CCCCC2)c1OC | 32%[activator]
C=CCNC(=O)c1ccccc1NC(=O)c1cnccn1 | -9%
CCC(C(=O)Nc1ccc2ncnc(N3CCCC3)c2c1)c1ccccc1 (stereo not drawn) | -7%
Cc1cc(-c2ccccc2)n2nc(-c3cccc(Br)c3)cc2n1 | ?
CN1CCN(Cc2nc(C3(O)CCN(C4CCCC4)CC3)cs2)CC1 | 13%[86.2 µM]
CCC(C)C(NC(N)=O)C(=O)NCCc1ccc(Cl)cc1 (stereo not drawn) | 23%
O=C(Nc1ccnn1C1CCN(C2CCC2)CC1)c1ccccc1Cl | 17%
O=C(COc1ccc(Cl)cc1)N1CCC(c2n[nH]c(=O)n2Cc2ccc(F)cc2)CC1 | -7%
COCCCNC(=O)C1CCN(Cc2nc(-c3ccc(OC)c(OC)c3)oc2C)CC1 | ?
CCc1nnc(C(=O)Nc2cccc(C(=O)N3CCOCC3)c2)s1 | 6%
COC(=O)C(CC(C)C)NC(=O)CC(c1ccccc1)c1ccccc1 (stereo not drawn) | 2%
O=C(Nc1cccc(OCC2CCCO2)c1)C1CCN(C(=O)Nc2ccccc2)CC1 (stereo not drawn) | 19%
Cc1nn(-c2ccccc2)c2c1cc1c(=O)n(C)c(=O)nc-1n2-c1ccccc1F | ?
CCOC(=O)c1[nH]c2ccc(C)cc2c1NC(=O)CC | ?

Among those listed so far, these have a Cl atom.
SMILES | KDM5B inh
CCCC1CCC(c2ccc(C(=O)Oc3cncc(Cl)c3)cc2)CC1 (stereo not drawn) | 23%
CC(C)c1ccc(NC(=O)c2ccccc2Cl)cc1 | 9%
O=C(Cc1cccc(C(F)(F)F)c1)N1CCN(c2nnc3ccc(Cl)cn23)CC1 | 25µM*
CN1CCN(c2ccc(NC(=O)CCc3ncc(-c4ccc(Cl)cc4)o3)cc2)CC1 | 12%
Cn1c(=O)c2c(SCC(=O)N3CCc4ccccc43)nc(-c3ccc(Cl)cc3)nc2n(C)c1=O | 19%
CC(C)(C)c1ccc(C(=O)Nc2ccc(Cl)cn2)cc1 | 18%
COc1ccc(Cl)cc1Nc1cc(C)nc2nc(-c3ccco3)nn12 | -1%
COc1cc(/C=C(/C#N)C(=O)c2c(Cl)cccc2Cl)cc(OC)c1 | -12%
COCCn1nc2n(c1=O)CCN(C(=O)COc1ccc(Cl)cc1C)CC2 | -25%
O=C(Nc1cc(C(F)(F)F)ccc1Cl)c1cc(-c2ccc3c(c2)OCCO3)on1 | ?
CCC(C)C(NC(N)=O)C(=O)NCCc1ccc(Cl)cc1 (stereo not drawn) | 23%
O=C(Nc1ccnn1C1CCN(C2CCC2)CC1)c1ccccc1Cl | 17%
O=C(COc1ccc(Cl)cc1)N1CCC(c2n[nH]c(=O)n2Cc2ccc(F)cc2)CC1 | -7%

Arranged by SMILES length (falling): four of the compounds above
SMILES | KDM5B inh
O=C(Nc1cccc(OCC2CCCO2)c1)C1CCN(C(=O)Nc2ccccc2)CC1 (stereo not drawn) | 19%
CCC(C(=O)Nc1ccc2ncnc(N3CCCC3)c2c1)c1ccccc1 (stereo not drawn) | -7%
Cc1cc(-c2ccccc2)n2nc(-c3cccc(Br)c3)cc2n1 | ?
CCC(C)C(NC(N)=O)C(=O)NCCc1ccc(Cl)cc1 (stereo not drawn) | 23%

Some of the compounds tested; the hit share may differ from the screen's.
